Source: PubChem BioAssay (several laboratories)
CHRM1 antagonist: human M1 muscarinic receptor antagonists, primary screen, CHO-K1 cells, Fluo-8 calcium fluorescence, 1536-well. inhibition, % at 3 µM. hit rate 1.3% among 360,000. Muscarinic acetylcholine receptor M1 (Homo sapiens), P11229. CHO-K1 hM1, ACh EC80 antagonist;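 active means percent inhibition above its own plate's cutoff, namely the mean of that plate's compound wells plus 3 SD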;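 further: peak over basal fluorescence ratio during 140 s after agonist addition; 0% = ACh EC80 plus DMSO and 100% = DMSO alone without agonist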
CRFR2-BP ag: agonists of CRF-BP/CRF-R2 complex, primary screen, cell-based, HEK293, calcium dye fluorescence, uHTS; CRF-binding protein / CRF receptor 2 complex (human); calcium dye fluorescence (FLIPR); percent of saturating CRF peptide response; activation, % at 13.2 µM; hit rate 0.46% among 350,000; AID 588473, 2011;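 active means activation of at least 50%, plus an integration ratio under a set limit after plate pattern correction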;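 further: plate controls were neutral control wells without compound for no effect and CRF at EC100 for full effect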
CHRM4 PAM: human M4 muscarinic receptor positive allosteric modulators, primary screen, CHO-K1 cells, Fluo-8 calcium fluorescence; hit rate 0.4% among 360,000; activation, % at 3 µM; CHO-K1 hM4/Gqi5, ACh EC20; 0% = ACh EC20, 100% = maximal ACh; Muscarinic acetylcholine receptor M4 (Homo sapiens), P08173;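 active means activation above its plate's cutoff, the mean activation of sample wells plus 3 SD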; further: some results filed as inactive read as strong as hits
Target sequence (P08173 whole entry, looked up): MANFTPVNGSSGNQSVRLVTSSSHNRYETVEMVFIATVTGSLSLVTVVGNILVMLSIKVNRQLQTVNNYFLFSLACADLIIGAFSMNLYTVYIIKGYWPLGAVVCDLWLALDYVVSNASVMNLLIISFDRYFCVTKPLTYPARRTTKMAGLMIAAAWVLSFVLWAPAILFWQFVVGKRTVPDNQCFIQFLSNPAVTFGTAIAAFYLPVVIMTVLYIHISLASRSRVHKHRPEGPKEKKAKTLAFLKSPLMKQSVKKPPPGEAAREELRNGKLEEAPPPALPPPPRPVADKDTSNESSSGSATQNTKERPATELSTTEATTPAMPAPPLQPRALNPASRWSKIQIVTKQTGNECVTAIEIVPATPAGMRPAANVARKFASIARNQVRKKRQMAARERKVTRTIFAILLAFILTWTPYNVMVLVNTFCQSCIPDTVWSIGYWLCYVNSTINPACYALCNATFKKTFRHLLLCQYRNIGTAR
M4 ag: human M4 muscarinic receptor agonists, primary screen, CHO-K1 cells, Fluo-8 calcium fluorescence; Muscarinic acetylcholine receptor M4 (Homo sapiens), P08173; CHO-K1 hM4/Gqi5; vehicle 0%, full acetylcholine response 100%; activation, % at 3 µM; hit rate 0.14% among 360,000; AID 624127, 2012;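 active means activation above the run mean over all test wells plus 3 SD, cut at about 32% in these data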;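 further: peak over basal fluorescence ratio per well then scaled between controls; 0% = DMSO wells and 100% = acetylcholine at EC100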
M1 PAM: human M1 muscarinic receptor positive allosteric modulators, primary screen, CHO-K1 cells, Fluo-8 calcium fluorescence, 1536-well | AID 588819, 2011 | activation, % at 3 µM | CHO-K1 hM1, ACh EC20; 0% = ACh EC20, 100% = maximal ACh | Muscarinic acetylcholine receptor M1 (Homo sapiens), P11229 | hit rate 0.088% among 360,000; in the data active means activation above about 19%, passing the limit was not always enough
M5 ag: human M5 muscarinic receptor agonists, primary screen, CHO-K1 cells, Fluo-8 calcium fluorescence. Muscarinic acetylcholine receptor M5 (Homo sapiens), P08912. CHO-K1 hM5 cells; 0% DMSO wells, 100% maximal acetylcholine response. activation, % at 3 µM. hit rate 0.19% among 360,000;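 active means activation above the run's mean over test compounds plus 3 SD, cut at about 23% in these data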;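 further: signal is peak over basal fluorescence ratio across the kinetic read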
Target sequence (P08912 whole entry, looked up): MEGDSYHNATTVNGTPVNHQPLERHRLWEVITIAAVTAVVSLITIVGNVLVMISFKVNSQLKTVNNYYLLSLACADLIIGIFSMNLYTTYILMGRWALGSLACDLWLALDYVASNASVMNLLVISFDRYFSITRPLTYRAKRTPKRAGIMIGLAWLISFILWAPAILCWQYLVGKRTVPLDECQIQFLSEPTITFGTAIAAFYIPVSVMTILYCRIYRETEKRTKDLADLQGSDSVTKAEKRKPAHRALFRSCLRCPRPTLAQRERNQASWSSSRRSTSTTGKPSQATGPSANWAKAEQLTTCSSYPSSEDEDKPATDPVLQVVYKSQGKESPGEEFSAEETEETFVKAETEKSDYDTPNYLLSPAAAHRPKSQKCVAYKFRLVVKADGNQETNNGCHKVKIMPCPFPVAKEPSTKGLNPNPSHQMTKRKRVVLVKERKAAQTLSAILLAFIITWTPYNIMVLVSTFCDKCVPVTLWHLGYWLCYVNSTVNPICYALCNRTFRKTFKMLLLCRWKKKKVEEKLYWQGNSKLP
M5 PAM: human M5 muscarinic receptor positive allosteric modulators, primary screen, CHO-K1 cells, Fluo-8 calcium fluorescence. activation, % at 3 µM. Muscarinic acetylcholine receptor M5 (Homo sapiens), P08912. hit rate 0.3% among 360,000. CHO-K1 hM5, ACh EC20 PAM; 0% = ACh EC20, 100% = ACh EC100;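 active means activation above the run cutoff, the mean activation of all test compounds plus 3 SD, cut at about 18% in these data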
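Replicates: One well per compound, no replicates | System: Human M5 receptor in CHO-K1 cells | Benchmarks: Low control EC20 acetylcholine (0%), high control EC100 acetylcholine (100%) | Probe or stimulus: Acetylcholine, EC20 level | Times: Fluo-8 loading 80 min at 37 °C plus 30 min room temperature | Signal: Intracellular calcium via Fluo-8 fluorescence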
M5 antag: human M5 muscarinic receptor antagonists, primary screen, CHO cells, Fluo-8 calcium fluorescence; inhibition, % at 3 µM; CHO-hM5 cells, ACh EC80; Muscarinic acetylcholine receptor M5 (Homo sapiens), P08912; AID 624040, 2012; hit rate 0.59% among 360,000;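 active means inhibition above a per-plate cutoff, the mean of that plate's test compounds plus 3 SD, cut at about 27% in these data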;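 further: 0% = acetylcholine EC80 with DMSO and 100% = DMSO without agonist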
M4 antag: human M4 muscarinic receptor antagonists, primary screen, CHO cells, Fluo-8 calcium fluorescence. inhibition, % at 3 µM. hit rate 0.73% among 360,000. Muscarinic acetylcholine receptor M4 (Homo sapiens), P08173. CHO-hM4 cells, ACh EC80;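 active means inhibition above its plate's cutoff, the mean inhibition of sample wells plus 3 SD, cut at about 27% in these data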;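 further: 0% = acetylcholine EC80 with DMSO and 100% = DMSO without agonist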
Active calls of the source: *; . = not tested or not shown.

cpd	compound	CHRM1 antagonist	CRFR2-BP ag	CHRM4 PAM	M4 ag	M1 PAM	M5 ag	M5 PAM	M5 antag	M4 antag
1	CCN(CC)CCN(C(=O)c1ccc(S(=O)(=O)N2CCCC2)cc1)c1nc2cc(C)cc(C)c2s1	7	3.0	-3	1	-6	-10	10	8	-2
2	Cc1ccc(C)c(SCC(=O)Nc2nnc(-c3ccccc3)o2)c1	2	8.0	9	1	1	-7	-4	4	-3
3	COc1ccc(-c2ccc(-c3noc(-c4cccs4)n3)c(OC)n2)cc1	-13	5.0	5	0	6	-1	1	-1	5
4	CCC(Sc1nc(C)cc(C)n1)C(=O)Nc1ccc(Cl)cn1 (stereo not drawn)	10	-0.6	0	-3	-6	-7	-2	3	9
5	CCC(=O)Nc1cccc(NC(=S)NC(=O)c2ccc(Cl)cc2Cl)c1	2	-0.1	-5	6	-5	1	-11	8	7
6	O=C1NC(=S)N/C1=C/c1cc([N+](=O)[O-])ccc1O	-8	7.8	15	1	7	-5	-1	-2	-11
7	CCCn1c(SCC(=O)NC(=O)NC(C)(C)C)n[nH]c1=O	0	3.4	0	1	4	4	11	-9	-2
8	O=C1c2ccccc2C(=O)C12OC2c1ccc(Cl)cc1Cl (stereo not drawn)	-3	-2.1	5	0	7	-1	0	7	4
9	COc1ccc(-c2ccc(C(=S)N3CCN(C(C)=O)CC3)o2)cc1	0	0.8	-2	4	4	-1	-1	-6	5
10	CN(CCC#N)C(=O)COC(=O)C1c2ccccc2Oc2ccccc21	-3	-1.0	-3	4	1	-7	6	0	1
11	Cc1ccc(S(=O)(=O)CC(O)COc2ccc(F)cc2Cl)cc1 (stereo not drawn)	2	0.1	1	2	10	1	2	2	-8
12	C=C(C)CNC(=S)N/N=C/c1ccco1	-1	0.2	4	0	-7	2	11	-4	5

More compounds
cpd	compound	CHRM1 antagonist	CRFR2-BP ag	CHRM4 PAM	M4 ag	M1 PAM	M5 ag	M5 PAM	M5 antag	M4 antag
13	CCc1nc2ccc(C(=O)NCCC(C)C)cn2c1N(CC)CCOC	-7	.	1	0	4	-1	-2	-6	-4
14	Cc1cc(C)c(C#N)c(Oc2ccc(O)cc2)n1	13	3.1	-6	-1	-8	2	-6	3	1
15	O=C(Nc1ccccc1)c1ccc[n+](Cc2ccc([N+](=O)[O-])cc2)c1	-2	0.0	-2	1	0	-3	4	-4	8
16	COC(=O)Cc1c(C)nc2nc(-c3ccccc3)[nH]n2c1=O	-26	-0.6	2	1	1	1	6	-4	10
17	CC(=O)/C=C1\N(C)c2ccc(C)cc2C1(C)C	6	-0.5	1	0	7	-1	8	7	6
18	CC[C@@H](C)C(N)c1cn([C@@H](CCC(=O)O)C(=O)N2CCNCC2)nn1 (stereo partly drawn)	-12	1.6	2	1	14	3	3	-3	-7
19	CCCOc1ccc(C(=O)CCC(=O)NNC(=O)Cn2nc(C)cc2C)cc1	-7	1.2	-2	1	4	-1	6	0	-10
20	COc1ccc(CCN2CC(C(=O)N(C)Cc3ccccn3)CCC2=O)cc1 (stereo not drawn)	-10	-1.6	6	1	6	1	4	-2	-6
21	CCOC(=O)C1CCCN(c2c(NCC3CCCO3)c(=O)c2=O)C1 (stereo not drawn)	6	-0.4	6	0	0	2	-6	7	-9
22	CCOc1ccccc1CNCCOC	-3	0.1	7	1	4	-3	-1	6	-10
23	COc1ccc(CC(=O)NCc2n[nH]c(=S)n2-c2ccccc2)cc1	-1	-1.1	-3	1	6	-3	-1	4	-8
24	CCN(Cc1nc(-c2ccc(OC)cc2)no1)C(=O)c1ccoc1C	3	-0.8	2	5	-6	1	-6	4	-10

The list goes on:
cpd	compound	CHRM1 antagonist	CRFR2-BP ag	CHRM4 PAM	M4 ag	M1 PAM	M5 ag	M5 PAM	M5 antag	M4 antag
25	COc1cccc(N=Nc2ccc3ccccc3c2O)c1	-16	-0.8	3	1	11	-8	6	0	-6
26	Cc1c(C(=O)NC(C)c2ccccn2)oc2c(Cl)cccc12 (stereo not drawn)	-4	1.5	5	-1	3	1	5	-4	-5
27	O=C(NCc1ccccc1)c1nc2ccccc2s1	2	-1.3	-6	0	0	-5	2	1	4
28	COc1ccc(S(=O)(=O)NNC(=O)C2COc3ccccc3O2)cc1[N+](=O)[O-] (stereo not drawn)	3	-1.4	2	0	1	4	3	1	-3
29	COc1cc(C(=O)N/N=C/c2ccsc2C)cc(OC)c1OC	0	-1.9	-3	0	0	0	-1	2	-2
30	CSC1=NC(C(Cl)(Cl)Cl)N=C(c2ccccc2)N1 (stereo not drawn)	-14	-2.9	3	2	9	-8	4	-2	-9
31	O=Cc1cn(CC(=O)N2CCCCC2)c2ccccc12	-5	2.7	0	1	5	-3	1	-3	-3
32	COc1ccc(NCC(=O)n2c(C)c(C)c3ccccc32)cc1OC	-25	2.4	10	2	13	-1	7	7	4
33	CC1=CC(=C(C#N)c2nc3ccccc3s2)C=C(C)N1c1ccc(F)cc1F	-1	119*	-1	0	1	-2	2	3	1
34	COc1ccc(-c2nc(SC)n(C(=O)c3ccco3)n2)cc1	-8	1.6	0	0	-6	-3	5	-6	-3
35	Cc1ccc(NC(=O)c2ncn(CC(=O)NCc3nc4ccccc4[nH]3)n2)cc1C	-11	1.2	9	0	4	0	-4	0	-18
36	O=C(CSc1nc2ccsc2c(=O)n1Cc1ccc(C(=O)O)cc1)NCc1ccco1	17	-3.5	-14	0	-7	1	-5	3	15

Full records as entered above. Screens in order: CHRM1 antagonist, CRFR2-BP ag, CHRM4 PAM, M4 ag, M1 PAM, M5 ag, M5 PAM, M5 antag, M4 antag
Shown for `COc1ccc(-c2nc(SC)n(C(=O)c3ccco3)n2)cc1` → -8, 1.6, 0, 0, -6, -3, 5, -6, -3
Shown for `O=C1NC(=S)N/C1=C/c1cc([N+](=O)[O-])ccc1O` → -8, 7.8, 15, 1, 7, -5, -1, -2, -11

(cont.)
cpd	compound	CHRM1 antagonist	CRFR2-BP ag	CHRM4 PAM	M4 ag	M1 PAM	M5 ag	M5 PAM	M5 antag	M4 antag
37	CCc1nnc(NS(=O)(=O)c2ccc(NC(=O)CCC(=O)O)cc2)s1	-3	-1.3	-5	1	-1	1	-2	0	8
38	COc1ccc2c(CC(=O)OCC(=O)N(C)c3c(N)n(Cc4ccccc4)c(=O)[nH]c3=O)coc2c1	-4	2.2	2	1	17	-1	-1	3	-10
39	CCOc1ccc(OCCCCN2CCCC2)cc1	-27	-1.5	-3	1	-2	-9	5	9	-6
40	CCNC(=S)N(Cc1cc2cccc(C)c2[nH]c1=O)C1CCCC1	-4	-1.2	17	0	7	-5	1	1	-16
41	Cc1ccc(C)c(S(=O)(=O)N2CCN(C(C)C(=O)Nc3ccccc3-c3ccccc3)CC2)c1 (stereo not drawn)	13	0.6	-4	-1	-5	0	-2	4	0
42	O=c1c2ccccc2nc(SCc2ccncc2)n1CC1CCCO1 (stereo not drawn)	-1	-0.6	16	2	4	-8	5	3	-3
43	CSc1nsc(SCC(=O)Nc2ccc(Cl)c(C(=O)O)c2)n1	-18	1.3	2	1	9	-2	-6	10	-4
44	CCN(CC)c1ccc(/C=N/NC(=O)CNC(=O)/C=C/c2ccco2)cc1	-22	-3.9	-1	-1	14	-5	2	-5	-11
45	CCOc1ccccc1NC(=O)CN(C)S(=O)(=O)c1cccc2nsnc12	4	-7.8	-6	3	-1	-2	-3	7	0
46	CC(O)(Cc1cccnc1)c1cccs1 (stereo not drawn)	-9	4.7	-6	2	4	2	5	8	9
47	CCN1CCc2c(sc(NC(=O)Cc3ccccc3)c2C(N)=O)C1	-7	-0.8	-1	0	3	1	-1	3	6
48	CC(C)(C)c1ccc(-c2noc(C(=O)NN)n2)cc1	-20	-0.9	-1	0	11	-1	5	0	2

Other compounds:
cpd	compound	CHRM1 antagonist	CRFR2-BP ag	CHRM4 PAM	M4 ag	M1 PAM	M5 ag	M5 PAM	M5 antag	M4 antag
49	NC(=O)c1ccc(NC(=O)CN2CCN(c3ccccc3)CC2)cc1	-7	0.3	1	1	6	-3	-1	2	5
50	O=C(CN1C(=O)NC2(CCc3ccccc3C2)C1=O)NCC(F)(F)F (stereo not drawn)	-3	2.4	0	0	7	-5	0	11	0
51	Cc1ccc(S(=O)(=O)N2CCC(C(=O)N[C@@H](C)C(=O)NCCc3ccccc3)CC2)cc1	4	0.1	-2	-1	-9	-3	-1	-3	3
52	COc1ccc(C2=NN(C(C)=O)C(c3ccccc3)C2)cc1 (stereo not drawn)	-19	-0.5	0	1	16	0	-1	0	-6
53	COc1ccc(NC(=S)c2ccccc2)cc1	-1	-4.3	-3	0	10	-5	4	-4	3
54	COc1cccc(NC(=O)CSc2ccc3nnc(-c4ccncc4)n3n2)c1	-9	-0.8	5	3	5	1	-6	0	-10
55	CCC(=O)N1CCC1(C)C(=O)NCc1ccccc1SC (stereo not drawn)	-18	.	13	1	13	1	-2	2	-13
56	Cc1ccc(-c2c(C#N)c(N)nc3c2CCCCCC3)o1	8	2.1	10	3	0	2	13	-15	-14
57	Cc1ccc(S(=O)(=O)N2CCN(C(=O)CSC3CCCC3)CC2)c(C)c1	-3	-1.8	-7	2	8	-1	-8	-1	4
58	CCOCCCNC(=O)C(c1ccc(OC)cc1)N(Cc1ccc2c(c1)OCO2)C(=O)c1ccccc1O (stereo not drawn)	-3	-2.7	10	6	3	-1	-9	20	2
59	O=c1[nH]c2cc(Cl)cc(Cl)c2[nH]c1=O	-4	12	20	1	6	-2	5	-8	-12
